Assay outcomes as filed in PubChem.
Cycloheximide cs: Cycloheximide Counterscreen for Small Molecule Inhibitors of Shiga Toxin | AID 2314, 2010 | max response, % | cell reporter, cycloheximide protein synthesis inhibition counterscreen | actives 12% (n = 300,000); in the data active = max response mostly above about 13%, no sharp cut-off; inactive = mostly below about 14%; note: read at 38.3 µM for the half of the compounds with a filed dose; 0% is about no effect
AMA1-RON2 inh: qHTS for Inhibitors of AMA1-RON; Towards Development of Antimalarial Drug Lead: Primary Screen | Plasmodium falciparum AMA1 (3D7) - RON2 peptide interaction | AlphaScreen AMA1-biotinylated RON2 peptide binding | Potency, µM (titrated, usually from 58.2 µM), without a hit: top-dose activity change, negative = inhibition, usual class: inhibitors | actives 0.2% (n = 360,000);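 note: potency is the fitted concentration of half-maximal effect; 0% = vehicle wells and -100% = peptide control; nearly all actives have a fitted effect of over 45% in size; some results filed as inactive show a strong effect at the top dose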
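AMA1 (3D7) with his tag at 25 nM final met compounds first, then biotinylated RON2 peptide at 25 nM; detection used donor plus acceptor beads, 10 µg/mL apiece, read by AlphaScreen after 30 min at room temperature.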
Giardia FBPA inh: qHTS Assay for Inhibitors of Fructose-1,6-bisphosphate Aldolase from Giardia Lamblia; A8B2U2; purified Giardia FBPA; Potency, µM (series often up to 59.6 µM), inactives show at the highest dose activity, negative = inhibition, actives largely listed as inhibitors; actives 0.71% (n = 290,000); AID 2451, 2010; note: potency is the fitted concentration of half-maximal effect; % is set by controls: 0 for no effect and ±100 for the full control effect; nearly all actives have a fitted effect of over 55% in size
Target sequence (A8B2U2 whole entry, looked up): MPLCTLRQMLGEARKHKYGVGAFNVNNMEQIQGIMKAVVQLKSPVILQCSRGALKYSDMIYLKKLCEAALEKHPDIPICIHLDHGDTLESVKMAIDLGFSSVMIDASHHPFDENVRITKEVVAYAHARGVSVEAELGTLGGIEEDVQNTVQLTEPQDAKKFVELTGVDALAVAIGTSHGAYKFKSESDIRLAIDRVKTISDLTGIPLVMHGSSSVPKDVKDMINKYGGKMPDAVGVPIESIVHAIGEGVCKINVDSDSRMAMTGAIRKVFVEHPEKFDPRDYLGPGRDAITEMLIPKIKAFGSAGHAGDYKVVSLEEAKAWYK
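40 nM FBPA preincubated 10 min at RT with compound (up to 57.5 uM final), then substrate plus GAPDH/TPI/NAD/arsenate coupling and diaphorase/resazurin added. Fluorescence read after 20 min at RT, 525/598 nm.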
Shiga inhibitor: A qHTS for Small Molecule Inhibitors of Shiga Toxin | inhibition, % at 38.7 µM | actives 9.2% (n = 290,000) | Vero cells, Shiga toxin protein synthesis inhibition reporter; in the data active = inhibition mostly above about 28%, no sharp cut-off; inactive = mostly below about 43%; note: 0% is about no effect
AmpC inh detg: qHTS Inhibitors of AmpC Beta-Lactamase (assay with detergent) | P00811 | AmpC hydrolysis of nitrocefin, absorbance 480 nm, 0.01% Triton | Potency, µM (titrated, usually from 114 µM), for the others: top-dose activity change, negative = inhibition, actives largely listed as inhibitors | actives 0.041% (n = 370,000) | AID 485294, 2010;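 note: potency is the fitted concentration of half-maximal effect; 0% = no-compound wells and -100% = no-enzyme wells; nearly all actives have a fitted effect of over 25% in size; some results filed as inactive show a strong effect at the top dose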
Target sequence (P00811 whole entry, looked up): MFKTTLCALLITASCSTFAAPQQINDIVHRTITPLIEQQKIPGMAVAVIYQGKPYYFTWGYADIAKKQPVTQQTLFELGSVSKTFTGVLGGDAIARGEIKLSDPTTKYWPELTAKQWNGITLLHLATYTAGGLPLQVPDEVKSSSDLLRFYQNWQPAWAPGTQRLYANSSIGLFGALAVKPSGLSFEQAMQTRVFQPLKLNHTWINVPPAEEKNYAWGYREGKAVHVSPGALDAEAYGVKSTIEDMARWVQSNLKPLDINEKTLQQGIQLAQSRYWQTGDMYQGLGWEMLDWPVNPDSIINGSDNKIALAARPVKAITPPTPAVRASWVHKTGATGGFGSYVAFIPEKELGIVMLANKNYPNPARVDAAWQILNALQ
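20 mM phosphate pH 7.0 + 0.01% (detergent screen) or 0.0001% Triton X-100; 5.3 nM AmpC reagent; cpd preinc 15 min RT; nitrocefin (800 uM stock) to start; A480 q20 s × 4 min; Activity was normalised to no-enzyme and no-compound control wells.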
HCMV antiviral: qHTS Assay for inhibitors of the human cytomegalovirus (HCMV). actives 4.5% (n = 410,000). AID 1259415, 2018. activity change, negative = inhibition, % at 57.5 µM. HFF cells, HCMV-luciferase reporter, 72 h; active compounds read low; in the data active = activity change below about -60%; inconclusive = no clear call, values can overlap the other calls; inactive = above about -39%; note: % is set by controls: 0 for no effect and ±100 for the full control effect
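Luciferase read-out from HCMV-luciferase-infected HFFs (MOI 1 PFU/cell) 72 h post infection at 37C; compounds added after 16 h cell attachment; activity normalized between buffer-only basal and Salinomycin (10uM) inhibitor controls.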
AmpC inh no detg: qHTS Inhibitors of AmpC Beta-Lactamase (assay without detergent). P00811. AmpC nitrocefin hydrolysis, absorbance 480 nm, 0.0001% Triton. Potency, µM (top dose mostly 57.1 µM), inactives show at the highest dose activity change, negative = inhibition, usual class: inhibitors. actives 0.52% (n = 330,000). AID 485341, 2010;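 note: potency is the fitted concentration of half-maximal effect; plate controls were no compound for no effect and no enzyme for full effect; nearly all actives have a fitted effect of over 20% in size; some results filed as inactive show a strong effect at the top dose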
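AmpC (5.3 nM in the dispensed reagent) in 20 mM phosphate pH 7.0 with 0.01% (detergent screen) or 0.0001% Triton X-100 was preincubated with compounds for 15 min at room temperature. Nitrocefin was then added from an 800 uM solution, and hydrolysis was followed at 480 nm.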
Starred values were filed as active, the others as inactive; ? = inconclusive; · = no result given; + = active, no number; & = joins results of further samples; [ ] = another dose, or the depositor's remark. Unless noted, calls come from the whole dose curve; as a rule, active = well fitted curve in the direction sought with a large enough effect; inconclusive = small, poorly fitted or top-dose-only effect, or another doubt; inactive = no such curve, though single readings can be large; an effect the other way counts as inactive or inconclusive. Outcome played no part in choosing rows; about 16% have a hit in one of these screens.

SMILES	Cycloheximide cs	AMA1-RON2 inh	Giardia FBPA inh	Shiga inhibitor	AmpC inh detg	HCMV antiviral	AmpC inh no detg
N/C(Cn1cncn1)=N\OC(=O)c1ccc(Cl)cc1	-1	11%	0%	-13	-17%	-23	-11%
Cc1cccc(NC(=S)NNC(=O)c2cc3c(s2)CCC(C)C3)c1C (stereo not given)	-1	87%[activator]	3%	12	-8%	-17	1%
CCC1(CC)NC(=O)N(CC(=O)NC(=O)NCc2ccccc2)C1=O	11	2%	2%	-5	1%	-6	-4%
O=C(NCc1ccc2c(c1)OCO2)C1CCCN(S(=O)(=O)c2cccc3nonc23)C1 (stereo not given)	-2	-4%	2%	-11	?	?	-29%
O=C(COc1ccc(Br)cc1Cl)NC1CCCCC1	36*	0%	5%	+	-13%	?	1%
O=C(CSc1nc2ccc(Cl)cc2[nH]1)c1c[nH]c2ccccc12	8	3%	-10%	6	0%	-1	-55%
CN(C)C(=S)Nc1nc2ccccc2s1	38*	34%[activator]	?	104*	-1%	-4	-28%
CCOC(=O)c1[nH]c2ccc(F)cc2c1N=C(C)N(CC)CC	1	0%	2%	-5	?	25	-24%
CCCc1cc(=O)[nH]c2nnc(SCC(=O)N3CC(C)OC(C)C3)n12 (stereo not given)	·	-5%	·	·	?	-16	?
CCOc1ccccc1N1CCN(CC(=O)Nc2nnc(CC)s2)CC1	-3	-15%	-5%	7	?	81	-6%
O=C(NCc1ccco1)c1cc([N+](=O)[O-])ccc1Cl	-7	8%	1%	-10	-4%	-16	-20%
O=C(NCC(c1cccs1)N1CCOCC1)c1cc(S(=O)(=O)N2CCOCC2)ccc1F (stereo not given)	·	3%	·	·	-15%	-4	-7%
COc1cc(O)c(C(CCN2CCCCC2)c2ccc(N(C)C)cc2)c(OC)c1 (stereo not given)	-9&-3	-12%	-24%&-5%	-1&-2	4%	-22	-1%
CC(=O)Nc1ccc(S(=O)(=O)N2CCN(CC3CC4C=CC3C4)CC2)cc1 (stereo not given)	-1	?	?	12	4%	?	28%
CCOc1cc(/C=N/Nc2ccc(C(=O)O)cc2)ccc1OC(=O)c1ccccc1C	42*	-8%	-3%	42	6%	-4	-48%
CC(C)Sc1oc(-c2ccco2)nc1S(=O)(=O)c1ccccc1	-4	-6%	-3%	17	-16%	-30	-26%
COc1ccc(S(=O)(=O)N(Cc2nc3ccccc3c(=O)[nH]2)C2CCCC2)cc1	9	38%[activator]	-1%	-24	6%	-26	-33%
COc1ccc(CN(C)Cc2nc(Cc3cccc(F)c3)no2)c2cccnc12	1	-2%	-3%	-24	-4%	-82*	95%[activator]
O=C(CCn1c(=O)oc2ccccc21)Nc1cccc(Br)c1	-2	0%	-9%	2	-2%	-20	-2%
COC(=O)C1=C(C)NC(=O)CC1c1cc(Br)ccc1F (stereo not given)	-2	0%	-9%	-13	?	7	-23%
Cc1ccc(Cl)cc1NC(=O)c1cc(S(=O)(=O)N2CCOCC2)cn1C	3	0%	8%	11	?	5&3	38%
COc1ccc(NS(=O)(=O)c2cccc(C(=O)N3CCN(Cc4ccc5c(c4)OCO5)CC3)c2)cc1	·	-17%	·	·	-10%	-34	65%[activator]
O=C(Nc1cnc2sc3c(n2c1=O)CCCC3)c1ccc(F)cc1	25*	10%	-5%	44*	0%	1	-16%
CCN(c1ccccc1)S(=O)(=O)c1csc(C(N)=O)c1	-2	3%	0%	-9	-5%	71	-12%
Cn1c(N)c(-c2ccccc2)c2ccc([N+](=O)[O-])cc2c1=O	-2	-11%	-11%	-3	5%	?	2%

Part of the list above in order of molar mass, high to low:
SMILES	Cycloheximide cs	AMA1-RON2 inh	Giardia FBPA inh	Shiga inhibitor	AmpC inh detg	HCMV antiviral	AmpC inh no detg
COc1ccc(S(=O)(=O)N(Cc2nc3ccccc3c(=O)[nH]2)C2CCCC2)cc1	9	38%[activator]	-1%	-24	6%	-26	-33%
CC(=O)Nc1ccc(S(=O)(=O)N2CCN(CC3CC4C=CC3C4)CC2)cc1 (stereo not given)	-1	?	?	12	4%	?	28%
O=C(CCn1c(=O)oc2ccccc21)Nc1cccc(Br)c1	-2	0%	-9%	2	-2%	-20	-2%
O=C(CSc1nc2ccc(Cl)cc2[nH]1)c1c[nH]c2ccccc12	8	3%	-10%	6	0%	-1	-55%
Cn1c(N)c(-c2ccccc2)c2ccc([N+](=O)[O-])cc2c1=O	-2	-11%	-11%	-3	5%	?	2%

(listing goes on)
SMILES	Cycloheximide cs	AMA1-RON2 inh	Giardia FBPA inh	Shiga inhibitor	AmpC inh detg	HCMV antiviral	AmpC inh no detg
Cc1ccc(C)c(NC(=O)COC(=O)c2ccc3c(c2)OCCO3)c1	·	14%	·	·	-11%	11	1%
O=C(CSc1nnc(CNc2ccccc2)o1)N1CCN(C(=O)c2ccco2)CC1	-1	4%	0%	2	?	-8	-9%
Cc1cc(C)n(-c2nnc(C)n2/N=C/c2cc(Br)ccc2OCc2ccccc2)n1	20*	-8%	4%	38	-10%	42	65%[activator]
CC(=O)C1=NN(c2ccccc2)C(c2cccs2)N1c1ccc(N(C)C)cc1 (stereo not given)	15	?	-25%	15	?	-80*	-34%
CCN(C(=O)/C=C/c1ccc2c(c1)OCO2)c1ccccc1	21*	-20%	5%	43*	?	-71*	-21%
CCC(C(=O)NC1CCCC1)n1c(SCc2cccc(C)c2)nc2ccncc21 (stereo not given)	-3	3%	4%	-7	?	4	11%
CCC1(C)Cc2c(sc3nn[nH]c(=O)c23)CO1 (stereo not given)	-5	7%	-1%	-8	0%	·	-19%
COc1ncnc(OC)c1S(=O)(=O)NCc1ccccc1	-8	3%	6%	-2	3%	33	-10%
O=C(NCCc1c[nH]c2ccccc12)C1CCN(S(=O)(=O)c2ccccc2)CC1	-2	-7%	5%	-6	-1%	-39	-15%
Cc1ccc(-n2c(O)c(/C=N/Nc3ccc(S(=O)(=O)N4CCOCC4)cc3[N+](=O)[O-])c3ccccc3c2=O)c(C)c1	-2	-8%	-10%	20	?	-98*	-10%
COc1ccc(C(=O)NC(=S)NCc2cccnc2)cc1Cl	-5	8%	3%	-8	0%	-29	-28%
O=C(CN1C(=O)/C(=C2/SC(=S)N(CCS(=O)(=O)O)C2=O)c2ccccc21)Nc1cccc(C(F)(F)F)c1	·	?	·	·	·	7	-28%
COc1ccc(C)cc1-n1nnnc1SCC(=O)Nc1cccnc1Cl	-2	-11%	-2%	-12	-17%	-29	-22%
CSc1ccccc1NC(=O)COc1ccc2c(c1)OCO2	·	78%[activator]	·	·	·	0	-13%
CCCOc1ccccc1-c1nc2c([nH]1)c(=O)[nH]c(=O)n2C	-2	0%	-5%	-11	0%	71	-12%
O=C(O)CC(c1ccc(OC2CCCC2)cc1)N1C(=O)c2ccccc2C1=O (stereo not given)	-6	2%	11%	39	4%	-40	-11%
O=C(Nc1nnc(C2CC2)s1)c1ccc(Cl)c(S(=O)(=O)N2CCc3ccccc3C2)c1	-2	23%	13%	-6	-14%	-26	-45%
N#CCCN(C(=O)COC(=O)CNC(=O)c1cccs1)c1ccc(F)cc1	·	20%	·	·	-5%	-7	-5%
O=C(/C=C/c1ccco1)N(Cc1cccc(Br)c1)C1CCS(=O)(=O)C1 (stereo not given)	-2	11%	0%	16	-6%	4	40%
CCOP(=O)(O)c1ccccc1OCCOc1ccccc1P(=O)(O)OCC	-1	-7%	6%	13	-10%	23	-19%
CCCCN1C(=O)C(NC(C)=O)c2ccccc21 (stereo not given)	-1	-2%	3%	7	1%	36	18%
Cc1ccc(S(=O)(=O)c2nc(NC3CCS(=O)(=O)C3)sc2Cl)cc1 (stereo not given)	-1	-3%	-2%	-7	0%	-3	-9%
O=C(Nc1ccccc1C(=O)O)c1cc(S(=O)(=O)Nc2cccc(F)c2)ccc1Cl	-4	9%	-3%	-14	-1%	-5	-31%
CC(C)N(C(=O)CSc1nc2ccccc2n1-c1ccccc1)C(C)C	-2	4%	·	-2	-15%	-38	40%
COC(=O)CN1C(=O)C(C)(C)Oc2ccc(C(=O)NC3CCCC3)cc21	-1	12%	-10%	-7	-11%	-33	-10%
The listing continues.
SMILES	Cycloheximide cs	AMA1-RON2 inh	Giardia FBPA inh	Shiga inhibitor	AmpC inh detg	HCMV antiviral	AmpC inh no detg
CC(C)CCn1c(SCCN2CCOCC2)nc2c1c(=O)[nH]c(=O)n2C	-2	-19%	8%	-1	-14%	48	-10%
Cc1ccc(OCCn2cnc3c2c(=O)n(C)c(=O)n3C)cc1	-5	10%	1%	31	?	-76*	-18%
COC(=O)[C@H](Cc1ccccc1)NC(=O)NC(C)CCc1ccccc1 (stereo not given in full)	-1	-13%	3%	-7	2%	28	-3%
CCN1CCN(C(=S)c2ccc(SC)cc2)CC1	-4	-26%	-2%	-18	?	42	-28%
Cc1ccc(NC(=O)c2cccs2)cc1NC(=O)c1ccco1	12	-10%	-20%	44	9%	29	-42%
CCCC1=C(C(=O)OCC)C(c2ccccc2OC)NC(=O)N1 (stereo not given)	-3	2%	1%	12	-10%	-15	-13%
O=C(c1ccc(F)cc1)C(Cc1ccccc1)N1CCCCC1 (stereo not given)	35*	-11%	5%	69*	5%	16	-11%
CCn1nc(C(=O)N2CCc3ccccc32)c2ccccc2c1=O	·	5%	·	·	?	4	20%
O=C(CN1CCN(c2ccccc2F)CC1)c1ccc2c(c1)OCO2	17*	2%	0%	53*	-10%	41	-20%
Brc1ccc(CN2CCN(Cc3c[nH]c4ccccc34)CC2)cc1	-1	-26%	14µM*	-5	?	?	21%
O=C(c1ccccn1)N1CCCC(N2CCN(Cc3ccc4c(c3)OCO4)CC2)C1 (stereo not given)	11	16%	·	-28	1%	-31	-22%
COc1cccc(OC)c1C(=O)Nc1c(C)n(C)n(-c2ccccc2)c1=O	-1	9%	10%	14	-10%	-15	96%[activator]
Cc1ccc(OCC(=O)NC2CC(C)(C)NC(C)(C)C2)cc1C	1	-5%	0%	7	-3%	-16	-18%
CCCc1cc(=O)oc2cc(OC(C)C(=O)NCC3CCC(C(=O)O)CC3)ccc12 (stereo not given)	-2	17%	0%	7	-18%	16	-10%
Cc1ccc(N(C(=O)C2COc3ccccc3O2)C(C(=O)NC2CCCCC2)c2cn(C)nc2C)cc1 (stereo not given)	1	·	1%	12	9%	·	70%[activator]
Cc1cc(C)n2nc(C(=O)Nc3cccc(S(=O)(=O)N(C)c4ccccc4)c3)nc2n1	4	-2%	0%	16	3%	-12	95%[activator]
